P. falciparum M17LAP: P. falciparum M17LAP inhibitors, primary screen, biochemical, fluorogenic H-Leu-NHMec substrate, 1536-well (AID 1619); recombinant M17LAP, H-Leu-NHMec fluorogenic kinetic assay; higher % means a stronger effect; inhibition, % at 30 µM; hits with a dose series show IC50 in µM; 0.38% of 220,000 active;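 active = compound inhibiting the enzyme by more than half at any dose during confirmatory dose-response retesting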;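 also: plate controls were full reaction with DMSO carrier for no effect and no enzyme background for full effect; strong numbers were not always called active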
M1AAP inhibition: P. falciparum M1AAP inhibitors, biochemical, fluorogenic H-Leu-NHMec substrate, 1536-well (AID 1445) | recombinant M1AAP, H-Leu-NHMec fluorogenic kinetic assay; higher % means a stronger effect | inhibition, % at 30 µM, or IC50 in µM where a hit was titrated | 0.42% of 220,000 active;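 active = primary inhibition above the hit cutoff, then over 50% inhibition at one or more dose response concentrations, cut at about 23% in these data, passing the limit was not always enough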;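 also: plate controls were DMSO full reaction for no effect and no enzyme background for full effect; strong numbers were not always called active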
Ins promoter up: MIN6 insulin promoter up-regulation; MIN6 insulin promoter-GFP reporter, high-content imaging; hits give high values; z-score at 5 µM; 0.3% of 190,000 active;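 active = z-score above 3 at 5 µM with at least 500 cells counted in the well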
Dynein transport: blocks dynein driven cargo transport along microtubules; 3617.4 mouse cells, GR-EGFP nuclear translocation imaging; test concentration mostly 20 µM; stimulated with dexamethasone, 1 µM; hits give low values; z-score, hits read low; 0.47% of 220,000 active;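 active = plate z-score of nuclear minus cytoplasmic receptor signal below a set negative limit, without overly bright fluorescence or cell loss, cut at about -3.5 in these data, passing the limit was not always enough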;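 also: z-score of nuclear minus cytoplasmic ring GR-EGFP intensity difference per well; some compounds called inactive have numbers as strong as hits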
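Medium: Induction medium lacking tetracycline, stripped serum | Probe or stimulus: 1.0 µM final dexamethasone stimulus | Schedule: 48 h induction, then 1 h compound, then 30 min agonist, 37 °C | Signal: Automated 10x imaging of fixed Hoechst-stained cells | Evaluation: Per-cell GR-EGFP intensity, nucleus versus surrounding cytoplasmic ring, well-averaged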
Lipid droplet: modulators of hepatic lipid droplet formation | AML12 mouse hepatocytes, oleate lipid droplets, BODIPY imaging | inhibition, % at 6.5 µM | AID 1656 | 0.4% of 240,000 active;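 active = lipid droplet intensity inhibited by at least 50%, with more than 500 cells counted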
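Technique: fluorescence imaging, 20x objective, two fields per well / Assay system: AML12 hepatocytes (mouse) / Measure: % inhibition of lipid droplet signal / Doses: 6.5 µM single-point dosing / Incubation: overnight exposure / Reagent: 100 µM oleic acid challenge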
Yfh1-depleted yeast: mitochondrial function rescue without frataxin homolog – Friedreich's ataxia, plus single-dose screen, dose response (AID 1465); S. cerevisiae Yfh1-off respiration, WST-1 reduction, 72 h; higher fold induction means a stronger effect; one-dose fold induction at 50 µM; EC50 in µM for titrated hits; 0.074% of 220,000 active;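 active = fold induction of absorbance versus untreated yeast above a set limit, then at least 30% activation at any dose in follow-up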;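 also: activators that raise dye reduction in frataxin-depleted yeast; strong numbers were not always called active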
Autophagy HCS: alters autophagy in cells; calls only at 10 µM (by protocol); 0.98% of 190,000 active; AID 463193; MEF GFP-LC3 puncta imaging; test concentration mostly 10 µM;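 active = percentage of spot-positive cells more than 3 SD above its plate mean, without a fluorescence outlier flag or 80% toxicity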;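 also: spot-positive cell cutoff set from DMSO-treated cells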
MT stabilize HCS: microtubule stabilization, imaging screen; % tubulin-high responders, % at 10 µM; 0.83% of 200,000 active; HeLa tubulin immunostaining HCS, 24 h; share of cells brighter than vehicle mean+2SD;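 active = plate Z-score above 3 for both tubulin-high and condensed-nucleus cell shares, with cell loss under 80%, at 10 µM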;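 also: anti alpha tubulin signal scored within the nucleus-defined area of each cell; some results filed as inactive read as strong as hits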
CSM14.1 death rescue: protection against thapsigargin-triggered cell killing – 384-well, CSM14.1, ATP luminescence, primary screen (AID 1222); CSM14.1 thapsigargin-induced death rescue, ATP luminescence; higher % means a stronger effect; one-dose cellular ATP content (survival), % at 20 µM; EC50 in µM for titrated hits; 190,000 tested, under 10 active;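 active = EC50 below 50 µM in the dose-response confirmation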;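 also: death triggered by thapsigargin at about 15 µM added after 2 h compound pretreatment; cell ATP read after overnight thapsigargin exposure of roughly 18 to 22 hours; normalized against plate controls of thapsigargin alone and 5% DMSO vehicle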
Dynein transport cytoplasmic EGFP: second read-out of Dynein transport, no call of its own (marks repeat the call); z-score; measured here: cytoplasmic GR-EGFP intensity; hits give high values
Dynein transport nuclear GR-EGFP: also measured in Dynein transport; calls as there; z-score; measured here: nuclear GR-EGFP intensity;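 lower value marks the stronger effect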
Dynein transport cell count: further read-out of Dynein transport, marked with its call; z-score; measured here: cell count per field
Ins promoter up cell count: second read-out of Ins promoter up, no call of its own (marks repeat the call); cell count; measured here: cytotoxicity, nuclei count;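 total cells summed across four imaged fields per well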
Lipid droplet cells 6.5 µM: second read-out of Lipid droplet, no call of its own (marks repeat the call); cell count; measured here: cell count, cytotoxicity flag;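 cells counted across two imaged fields per well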
MT stabilize HCS Hoechst-high %: second read-out of MT stabilize HCS, no call of its own (marks repeat the call); % Hoechst-high responders; measured here: nuclear condensation Hoechst responders;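 share of cells brighter than vehicle mean plus two SD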
MT stabilize HCS cytotoxicity %: second read-out of MT stabilize HCS, no call of its own (marks repeat the call); toxicity, %; measured here: cytotoxicity by cell density;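 0% = mean cell density of plate MIN control wells and 100% = no cells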
Autophagy HCS cell loss 18 h: also measured in Autophagy HCS; calls as there; toxicity, %; measured here: cell loss, nuclei count;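 cell loss after 18 h compound exposure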
Active calls of the source: *; i = inactive; / = no result given; + = active, no number.

SMILES | P. falciparum M17LAP | M1AAP inhibition | Ins promoter up | Ins promoter up cell count | Dynein transport | Dynein transport cytoplasmic EGFP | Dynein transport nuclear GR-EGFP | Dynein transport cell count | Lipid droplet | Lipid droplet cells 6.5 µM | Yfh1-depleted yeast | Autophagy HCS | Autophagy HCS cell loss 18 h | MT stabilize HCS | MT stabilize HCS Hoechst-high % | MT stabilize HCS cytotoxicity % | CSM14.1 death rescue
Cc1cc(C)cc(NC(=O)c2cc(=O)c3ccccc3o2)c1 | -1% | -7% | 1.3 | 1078 | 0.77 | -0.11 | 0.53 | -0.87 | -11 | 718 | i | i | -6 | 2.4 | 2.1 | 1.1 | -1.8%
OC(COc1cccc(OCC(O)CN2CCCC2)c1)CN1CCCC1 (centres undefined) | 1% | -9% | -0.61 | 1347 | 0.45 | -0.19 | 0.32 | 0.62 | / | / | i | i | 1 | 3.1 | 1.7 | 6.6 | 0.5%
CCOc1ccccc1NC(=O)N1C2CCCC1CC(NC(=O)C1CC1)C2 (centres undefined) | 6% | 3% | 0.05 | 1269 | 0.46 | -0.2 | 0.42 | 0.092 | -6 | 739 | i | + | 2.4* | 3.0 | 1.6 | 7.6 | -0.3%
Cc1ccc(N2CN(CCC3=CCCCC3)CNC2=S)cc1 | -2% | -4% | / | / | -0.71 | -0.19 | -0.48 | 0.51 | -2 | 746 | i | / | / | / | / | / | /
CC(C)(C)c1ccc(C(=O)NCc2ccc(Cl)cc2)cc1 | -6% | 0% | -0.03 | 1376 | 0.54 | -0.11 | 1 | -0.2 | / | / | i | i | -18 | 2.0 | 1.4 | 8.4 | -1.5%
Cc1cc(C)c2c3c(sc2n1)C(=O)N(Cc1ccccc1)CC(=O)N3 | -1% | 6% | -0.35 | 945 | -0.5 | -0.081 | -0.19 | 0.084 | -3 | 744 | i | i | -4 | 2.4 | 1.7 | 18 | -0.4%
COC(=O)c1sc2ncn(-n3c(C)ccc3C)c(=O)c2c1C | -5% | 4% | -0.81 | 826 | -0.41 | -0.053 | 0.016 | 0.75 | -2 | 720 | / | i | -17 | 2.0 | 1.9 | 8.0 | 2.3%
C/C(=N\NC(=O)c1ccc(N/N=C(\C)c2ccncc2)cc1)c1ccncc1 | 46% | 32% | -1.1 | 1168 | -1.3 | -0.31 | -0.15 | 1.8 | -24 | 664 | i | i | 8 | 2.5 | 2.6 | 5.3 | 7.3%
O=C(O)CNC(=O)/C=C/c1c(Cl)cccc1Cl | 2% | -1% | -0.24 | 1264 | -0.26 | -0.3 | 0.16 | 0.00056 | -4 | 638 | i | i | -2 | 4.1 | 3.8 | 3.3 | /
COc1ccc(-n2c(=S)[nH]c3cc(C(=O)NCCCN4CCCC4=O)ccc3c2=O)cc1OC | 0% | 4% | -0.52 | 817 | 1.4 | -0.18 | 1 | -0.8 | 10 | 777 | i | i | -5 | 1.9 | 1.5 | 9.6 | 1.3%
CC(=O)C(Sc1nccc(-c2cccs2)n1)C(C)=O | 11% | 6% | 0.44 | 1235 | 0.3 | -0.014 | 0.22 | -0.92 | 3 | 718 | i | i | 9 | 2.4 | 2.2 | 5.7 | /
O=C(O)CCC(=O)NNC(=O)c1ccc([N+](=O)[O-])cc1 | 13% | 3% | -0.17 | 1071 | 0.24 | -0.25 | 0.72 | -0.8 | 3 | 698 | i | / | / | / | / | / | /
CCOC(=O)c1ccc(NC(=O)c2nc[nH]c2C(=O)N2CCN(C(=O)OC(C)(C)C)CC2)cc1 | -3% | -6% | 0.03 | 743 | 0.96 | -0.78 | 0.8 | -0.89 | -16 | 711 | i | / | / | / | / | / | /
O=C(NCCCC(=O)N1CCOCC1)c1cccnc1 | -4% | 2% | 0.88 | 1186 | -0.02 | -0.18 | -0.14 | 0.32 | / | / | i | i | 3 | 1.0 | 1.2 | 4.6 | -0.6%
CCOC(=O)CNc1nc(Cl)nc(Nc2ccccc2)n1 | -3% | 6% | 0.36 | 1433 | 0.57 | -0.33 | 0.12 | 1.2 | 3 | 674 | i | i | -4 | 2.3 | 2.3 | 5.3 | 1.5%
COc1ccc(NC(=O)c2ccc3c(c2)n(C)c(=O)n3C)cc1 | 12% | 1% | -0.12 | 1294 | -0.5 | -0.24 | 0.36 | 0.78 | -4 | 762 | i | i | 10 | 2.4 | 1.3 | 8.4 | 6.1%
CCOc1ccc(Nc2nc(N3CCCC3)nc(N3CCN(c4ccc(OC)cc4)CC3)n2)cc1 | 7% | 3% | 0.15 | 1114 | -0.66 | -0.24 | -0.59 | 1.3 | 15 | 763 | i | i | 3 | 1.5 | 2.3 | 1.6 | -0.5%
Cc1ccc(C)c(CSc2nnc(CCN)o2)c1 | -3% | -5% | -0.25 | 1216 | 0.36 | -0.21 | 0.18 | -0.43 | -1 | 696 | i | i | 2 | 2.3 | 2.2 | 27 | /
COCCCn1cc(C(=O)c2cc(Br)ccc2O)cc(C#N)c1=O | 8% | 8% | / | / | -0.46 | -0.17 | -0.12 | 0.55 | 0 | 719 | i | i | 18 | 3.9 | 2.4 | 9.2 | -0.1%
O=C1c2ccccc2C(=O)N1CC1=CCS(=O)(=O)C1 | 9% | 3% | -0.13 | 1264 | -0.8 | -0.13 | -0.36 | 0.84 | / | / | i | i | 8 | 1.6 | 1.5 | 6.6 | 1.4%
O=C(O)CCSc1nnc(SCC(=O)NCC(F)(F)F)s1 | 11% | 8% | -0.26 | 1329 | -0.14 | -0.28 | -0.44 | -0.27 | 14 | 540 | i | i | 2 | 2.9 | 3.0 | 6.6 | -2.0%
COc1ccc(C2NC(=O)CS2)cc1 (centres undefined) | 9% | -2% | -0.14 | 1145 | 0.39 | -0.23 | 0.22 | 1.4 | -1 | 746 | i | i | -8 | 3.1 | 2.7 | 5.0 | -1.1%
Cc1cccc(C)c1-n1c(C)cc(/C=N/NC(=O)c2ccncc2)c1C | 16% | -1% | -0.58 | 1384 | 1.9 | -0.12 | 0.69 | -2.7 | / | / | i | i | 23 | 3.9 | 1.8 | 9.6 | -2.5%
CN(C)S(=O)(=O)c1ccc(S(=O)(=O)N(CC(=O)Nc2ccccc2)CC2CCCO2)cc1 (centres undefined) | -7% | -4% | 0.38 | 1098 | -0.59 | -0.21 | -0.19 | 0.46 | / | / | i | i | 0 | 2.9 | 2.2 | 2.5 | -2.5%
CCOc1ccccc1N1CCN(C(=O)c2cc[n+]([O-])cc2)CC1 | -3% | 4% | -1.1 | 1644 | 1 | -0.12 | 0.46 | -0.88 | / | / | i | i | 2 | 1.8 | 1.8 | 13 | -0.9%
NC(=O)c1ccc(Nc2nnc(-c3ccc(O)cc3)c3ccccc23)cc1 | 4% | 4% | 1.1 | 902 | 0.29 | -0.28 | 0.1 | -0.12 | -4 | 694 | i | i | 5 | 8.5 | 0.9 | 9.0 | -0.4%
COc1cc(NC(=O)c2nccnc2N)cc(C(=O)Nc2cccc(C(F)(F)F)c2)c1 | -5% | 6% | -0.71 | 778 | 0.58 | -0.75 | 0.29 | 0.17 | -5 | 663 | i | / | / | / | / | / | /
Cc1cccc(C2CC(c3ccccc3)Nc3nc(N)nn32)c1 (centres undefined) | 10% | 11% | 2.4 | 1915 | -0.19 | -0.27 | 0.15 | 0.037 | -29 | 677 | i | / | / | 3.0 | 2.3 | 11 | /
CC(C)CCn1c(SCC#N)nc2c(sc3ccccc32)c1=O | 3% | 3% | / | / | -1.4 | -0.26 | -0.4 | 0.65 | -20 | 774 | i | i | 2 | 2.3 | 0.7 | 2.3 | -1.2%
Cc1ccc(-c2nnn(CC(=O)N(Cc3cccs3)C(C(=O)NC(C)(C)C)c3ccco3)n2)o1 (centres undefined) | 17% | 7% | -0.09 | 1696 | -0.43 | -0.19 | 0.11 | 0.37 | -28 | 655 | i | i | 19 | 5.8 | 3.0 | 4.8 | -2.6%
Fc1cnc(N2CCOCC2)nc1N1CCc2ccccc21 | -8% | 6% | / | / | 0.37 | -0.24 | 0.14 | 0.58 | -2 | 733 | i | i | -6 | 4.5 | 2.7 | 1.9 | -1.7%
COc1cc(C2c3c(n[nH]c3C)C(=O)N2c2ccc(Br)cc2)ccc1O (centres undefined) | 4% | 8% | -0.17 | 1854 | -0.39 | -0.2 | -0.27 | -0.08 | 4 | 700 | i | i | -6 | 0.9 | 0.2 | 19 | -2.1%
CN(C)c1ccc(P(=O)(OCc2ccccc2)C(O)c2ccncc2)cc1 (centres undefined) | 16% | -1% | 0.18 | 1538 | 0.45 | -0.2 | 0.39 | -0.24 | / | / | / | i | 5 | 3.0 | 3.2 | 3.5 | 0.2%

No new results follow: 2 of the compounds above.
SMILES | P. falciparum M17LAP | M1AAP inhibition | Ins promoter up | Ins promoter up cell count | Dynein transport | Dynein transport cytoplasmic EGFP | Dynein transport nuclear GR-EGFP | Dynein transport cell count | Lipid droplet | Lipid droplet cells 6.5 µM | Yfh1-depleted yeast | Autophagy HCS | Autophagy HCS cell loss 18 h | MT stabilize HCS | MT stabilize HCS Hoechst-high % | MT stabilize HCS cytotoxicity % | CSM14.1 death rescue
Cc1cccc(C)c1-n1c(C)cc(/C=N/NC(=O)c2ccncc2)c1C | 16% | -1% | -0.58 | 1384 | 1.9 | -0.12 | 0.69 | -2.7 | / | / | i | i | 23 | 3.9 | 1.8 | 9.6 | -2.5%
CN(C)S(=O)(=O)c1ccc(S(=O)(=O)N(CC(=O)Nc2ccccc2)CC2CCCO2)cc1 (centres undefined) | -7% | -4% | 0.38 | 1098 | -0.59 | -0.21 | -0.19 | 0.46 | / | / | i | i | 0 | 2.9 | 2.2 | 2.5 | -2.5%

Screens (PubChem BioAssay)
